Pin1 inhibitor – blocks the human prolyl isomerase Pin1 | Q13526 | Pin1 FP peptide displacement, HiFluor488, 10 min | Potency, µM (titrated, usually from 115 µM), without a hit: top-dose activity, negative = inhibition, usual class: inhibitors | 390,000 compounds, 0.009% hits | AID 504891; active = well fitted inhibition curve with a large enough effect in the polarisation, with a control signal flat, not every such curve was filed as active; inconclusive = small, poorly fitted or top-dose-only effect, or effect the other way, or a change in a side signal; inactive = no such curve, though single readings can be large or run the other way; the % refers to the polarisation; also: potency is read from the fitted curve at half-maximal effect; % is scaled to controls: 0 for no effect and ±100 for the full control effect
Target sequence (Q13526 whole entry, looked up): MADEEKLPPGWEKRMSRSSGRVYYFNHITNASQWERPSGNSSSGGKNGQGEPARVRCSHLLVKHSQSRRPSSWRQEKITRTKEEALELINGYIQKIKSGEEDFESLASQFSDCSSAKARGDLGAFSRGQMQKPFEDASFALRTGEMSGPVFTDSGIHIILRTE
GLS inh – inhibitors of human glutaminase (GLS). GLS enzymatic activity, qHTS titration. Potency, µM (top dose mostly 45.5 µM), for inactives: at the highest dose activity change, negative = inhibition, usual class: inhibitors. 410,000 compounds, 0.21% hits. AID 624170; also: potency is read from the fitted curve at half-maximal effect; % is scaled to controls: 0 for no effect and ±100 for the full control effect
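hKGA; 45 mM KH2PO4 pH 8.2 + 0.02% Tween-20; cpd via pin tool; 1 mM Gln soln; GluOx/HRP/Amplex Red; RT 30 min; fluor. t0 & final.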
USP1 inh – inhibitors of human USP1/UAF1 deubiquitinase | 390,000 compounds, 0.23% hits | O94782 | recombinant USP1/UAF1, Ub-Rhodamine cleavage fluorescence | Potency, µM (series often up to 57.1 µM), for the others: at the top dose activity change, negative = inhibition, actives largely listed as inhibitors | AID 743255; also: potency is read from the fitted curve at half-maximal effect; % is scaled to controls: 0 for no effect and ±100 for the full control effect; nearly all actives have a fitted effect of over 60% in size; inactives centre near -12
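Step one: compound is pinned into 1nM USP1/UAF1 in HEPES pH 7.8 buffer with TCEP. Step two: 15 min room-temperature incubation. Step three: Ub-Rho (150nM final) starts cleavage, tracked by fluorescence over six one-minute reads.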
Tb PGK inh – blocks T. brucei phosphoglycerate kinase; P07378; PGK/GAPDH coupled, Kinase-Glo luminescence, 60 min; 380,000 compounds, 0.043% hits; Potency, µM (highest dose often 57.5 µM), for inactives: at the top dose activity change, negative = inhibition, actives largely listed as inhibitors; also: potency is read from the fitted curve at half-maximal effect; % is scaled to controls: 0 for no effect and ±100 for the full control effect; nearly all actives have a fitted effect of over 60% in size
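Recombinant glycosomal PGK reaction used 1,3-bisphosphoglycerate generated in-well by GAPDH (100nM final) in 100mM TEA pH 7.6, 5mM MgCl2, 0.01% Tween-20. After 60 minutes at room temperature, ATP was read by Kinase-Glo Plus luminescence end-point.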
TrxR1 inh – blocks rat thioredoxin reductase 1; O89049; recombinant rTrxR1, NADPH fluorescence consumption, selenite substrate; AID 588453; Potency, µM (series often up to 114 µM), inactives show top-dose activity change, negative = inhibition, most hits filed as inhibitors; 390,000 compounds, 1% hits; also: potency is read from the fitted curve at half-maximal effect; % is scaled to controls: 0 for no effect and ±100 for the full control effect; nearly all actives have a fitted effect of over 65% in size
Target sequence (O89049 whole entry, looked up): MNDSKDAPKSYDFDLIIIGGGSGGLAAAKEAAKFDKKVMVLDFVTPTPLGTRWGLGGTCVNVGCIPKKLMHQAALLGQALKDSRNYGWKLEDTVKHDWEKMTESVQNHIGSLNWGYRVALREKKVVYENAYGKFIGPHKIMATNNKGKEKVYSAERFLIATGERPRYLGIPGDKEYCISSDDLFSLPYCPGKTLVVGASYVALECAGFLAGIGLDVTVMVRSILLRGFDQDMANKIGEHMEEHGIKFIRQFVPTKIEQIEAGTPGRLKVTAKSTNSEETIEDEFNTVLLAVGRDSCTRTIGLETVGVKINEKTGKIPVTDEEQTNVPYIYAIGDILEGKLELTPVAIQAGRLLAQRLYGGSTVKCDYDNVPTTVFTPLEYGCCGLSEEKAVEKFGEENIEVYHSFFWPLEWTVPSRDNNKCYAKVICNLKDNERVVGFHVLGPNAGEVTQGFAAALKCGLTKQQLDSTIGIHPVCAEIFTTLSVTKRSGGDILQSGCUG
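Rat TrxR1 (90 nM in the dispensed reagent) was pre-reduced with 400 uM NADPH for 5 min at room temperature, then incubated with compound for 15 min. After 400 uM selenite was added, NADPH fluorescence (Ex 340/Em 450 nm) was followed for 8 min.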
PI4K2A block – inhibitors of human PI4K2A; Q9BTU6; purified PI4K2A, ADP-Glo luminescence, 1 h; stronger effect = lower value; activity change, negative = inhibition, % at 76.9 µM; 420,000 compounds, 0.13% hits; AID 1346378; in the data active = activity change below about -50%; inconclusive = mostly about -30% to -49%;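 also: -100% = wells without enzyme as full effect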
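Compounds are screened against recombinant PI4K2A using PI as substrate and ATP, the latter dispensed at 300 microM. Reactions run one hour at ambient temperature before ADP-Glo detection; full inhibition defined by wells lacking enzyme.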
mIDH1 inhibitor – human IDH1 R132H inhibition; IDH1-R132H enzyme, NADPH consumption, diaphorase/resazurin fluorescence; 390,000 compounds, 0.093% hits; Potency, µM (top dose mostly 76.6 µM), for the others: at the highest dose activity change, negative = inhibition, hits mostly inhibitors; AID 602179; also: potency is read from the fitted curve at half-maximal effect; % is scaled to controls: 0 for no effect and ±100 for the full control effect; nearly all actives have a fitted effect of over 65% in size
Target sequence (O75874 whole entry R132H, stated change not applied): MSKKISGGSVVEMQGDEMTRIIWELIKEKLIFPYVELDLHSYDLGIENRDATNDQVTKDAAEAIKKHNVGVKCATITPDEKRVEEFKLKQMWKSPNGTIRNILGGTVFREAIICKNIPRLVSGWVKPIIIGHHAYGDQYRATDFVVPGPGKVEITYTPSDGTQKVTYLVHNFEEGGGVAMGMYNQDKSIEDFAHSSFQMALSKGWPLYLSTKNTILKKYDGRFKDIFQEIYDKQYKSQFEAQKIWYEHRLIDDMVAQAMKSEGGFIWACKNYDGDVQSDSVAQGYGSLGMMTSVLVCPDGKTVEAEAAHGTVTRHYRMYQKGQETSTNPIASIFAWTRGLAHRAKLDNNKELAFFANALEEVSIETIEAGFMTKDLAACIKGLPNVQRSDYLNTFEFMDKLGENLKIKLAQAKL
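IDH1-R132H (0.5 ug/mL) preincubated 30 min with compound, then NADPH (0.016 mM) and alpha-KG (2 mM) added; 80 min at RT, pH 7.5. Remaining NADPH coupled via diaphorase/resazurin to fluorescence (540/590 nm); concentration-response curves normalized to no-enzyme control.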
TrxR1 substrate – is turned over as a substrate by rat TrxR1. O89049. purified TrxR1 substrate turnover, NADPH consumption readout. Potency, µM (top dose mostly 114 µM), for the others: at the top dose activity change, negative = substrate turnover. 390,000 compounds, 0.01% hits. AID 588456; also: potency is read from the fitted curve at half-maximal effect; % is scaled to controls: 0 for no effect and ±100 for the full control effect; nearly all actives have a fitted effect of over 50% in size
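Rat TrxR1, dispensed at 90 nM, was prereduced with 400 uM NADPH (final) for 5 min at ~22 deg C, then incubated with compound 15 min before 400 uM selenite. A first-read NADPH fluorescence drop versus no-compound background flagged substrates.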
HP1b chromo inh – inhibitors of HP1-beta chromodomain binding to methylated histone tails | AID 540317 | 390,000 compounds, 0.56% hits | AlphaScreen HP1-beta / biotin-H3K9me3 peptide binding | P83916 | Potency, µM (doses to about 114 µM), inactives show top-dose activity change, negative = inhibition, usual class: inhibitors; also: potency is read from the fitted curve at half-maximal effect; nearly all actives have a fitted effect of over 70% in size; inactives centre near 23
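Compound inhibition of the preformed complex between 50 nM HP1-beta and 50 nM biotinylated H3K9me3 peptide was read by AlphaScreen. Buffer was PBS pH 7.4 with 0.01% Tween-20. Incubations ran 30 min at room temperature, with 10 ug/mL donor/acceptor beads.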
* marks the source's active call; other numbers are inactive results; i = inactive; ? = inconclusive; . = no result given; [ ] = remark or other dose. Unless noted, calls follow the shape of the dose curve; as a rule, active = well fitted curve in the direction sought with a large enough effect; inconclusive = small, poorly fitted or top-dose-only effect, or another doubt; inactive = no such curve, though single readings can be large; an effect the other way counts as inactive or inconclusive.

SMILES	Pin1 inhibitor	GLS inh	USP1 inh	Tb PGK inh	TrxR1 inh	PI4K2A block	mIDH1 inhibitor	TrxR1 substrate	HP1b chromo inh
Cc1ccc2nc(SCC(=O)NCc3ccccc3Cl)nc(=O)n2c1	-1%	0%	-14%	-2%	0%	3	2%	1%	35%
CC(NC(=O)C12CC3CC(CC(C3)C1)C2)C(=O)N/N=C/C1=C(N2CCOCC2)C(=C\c2cccc([N+](=O)[O-])c2)/CC1 (stereo unspecified)	-3%	1%	-2%	0%	-4%[57.1 µM]	4	-2%	-12%	-3%
CC(NCc1ccncc1)C12CC3CC(CC(C3)C1)C2 (stereo unspecified)	0%	3%	?	3%	1%[57.1 µM]	-4	10%	-4%[57.1 µM]	10%
O=C(c1ccc(CS(=O)Cc2ccc(Cl)cc2)o1)N1CCN(c2ccccc2)CC1 (stereo unspecified)	4%	5%	-18%	-8%	8%	3	8%	-2%	25%
CCCCN1C(=O)C(=O)N(CC(=O)Nc2ccccc2C(=O)OCC)C1=O	-3%	6%	-28%	-10%	9%	-2	2%	3%	31%
COc1ccc2c(CNCc3ccco3)c(C(=O)O)n(Cc3ccc(F)cc3Cl)c2c1	-2%	-6%	13%	i	9%	6	9%	1%	13%
CCOC(=O)c1ccccc1NC(=O)c1cc(S(=O)(=O)N2CCOCC2)ccc1F	-1%	-2%	-5%	i	17%[57.1 µM]	3	-6%	-10%	30%
CC(=O)c1ccc(-n2c(CCC(=O)O)ccc2-c2ccc(Cl)cc2)cc1	4%	13%	-12%	5%	1%	-9	-7%	4%	-4%
Cc1cc(C(=O)Nc2nnc(C3CCCCC3)s2)no1	0%	-6%	-11%	-3%	12%	-2	6%	4%	36%
COc1cc(-c2nnc(SCCOc3ccc(Cl)cc3C)o2)cc(OC)c1OC	27%	-15%	-16%	i	8%	-2	6%	-4%	47%[activator]
CCC1=Nc2cc(C(=O)NCCc3ccccc3)ccc2Sc2ccc(Cl)cc21	22%	-1%	-17%	i	-5%	1	7%	-6%	26%
CCOc1ccc(C2/C(=C(\O)c3cccc(OC)c3)C(=O)C(=O)N2c2cc(C)on2)cc1OC (stereo unspecified)	-5%	1%	-16%	-3%	-12%	9	-4%	-14%	7%
COc1ccccc1NC(=S)N(CCCN1CCOCC1)Cc1cccs1	2%	1%	-22%	i	26%[57.1 µM]	1	6%	12%[57.1 µM]	23%
O=C(NCc1cccnc1)c1c[nH]c2cc3c(cc2c1=O)OCCO3	1%	-16%	-7%	i	11%[57.1 µM]	-3	9%	-3%[57.1 µM]	?
CC1CCCCC1NC(=O)CN(C)S(=O)(=O)c1cccc2cccnc12 (stereo unspecified)	5%	0%	-7%	-9%	15%	1	-7%	0%	-17%
Cc1nnc(NC(=O)CS(=O)(=O)Cc2ccccc2)s1	3%	0%	-10%	-3%	8%	0	3%	-1%	42%[activator]
COc1cccc(-n2c(=O)c3cc(OC)c(OC)cc3n(CC(=O)Nc3ccccc3)c2=O)c1	2%	3%	-3%	-1%	18%	-1	14%	14%	16%
COc1cccc(NC(=O)CSc2nc3ncc(Br)cc3[nH]2)c1	0%	1%	-9%	-3%	5%	4	-7%	-1%	36%
CN(C(=O)CN1C(=O)NC(c2ccccc2)(c2ccccc2)C1=O)C1CCS(=O)(=O)C1 (stereo unspecified)	2%	-2%	-9%	-9%	6%	-2	15%	10%	58%[activator]
CCOC(=O)N1CCN(C(=O)CN2C(=O)CC(C)(C)S(=O)(=O)c3ccccc32)CC1	-7%	-4%	-6%	4%	14%	0	-1%	8%	20%
O=S(=O)(NCCc1ccc(F)cc1)c1ccc(F)cc1Br	-10%	6%	-25%	1%	0%	-5	4%	-5%	28%
COc1cc2c(cc1OC)CN(C1CCC(C(C)(C)C)CC1)CC2 (stereo unspecified)	1%	32%	-10%	4%	4%	3	-19%	-1%	38%
N#Cc1c2c(c[nH]c1=O)CCN2Cc1ccccc1	-10%	-1%	-6%	-5%	9%[57.1 µM]	4	4%	12%	52%[activator]
COc1ccc(C(=O)CSc2nccn2C)cc1	-2%	-7%	-11%	-5%	24%	-6	8%	11%	4%
COc1ccc(S(=O)(=O)N(C)CC(=O)Nc2cccc(C(C)=O)c2)cc1Cl	3%	-3%	-12%	-4%	17%	1	4%	-1%	17%
O=C(Nc1ccc2oc(-c3ccccc3F)nc2c1)c1ccc([N+](=O)[O-])o1	14%	10%	-6%	-14%	17%	-1	-9%	-3%	8%
NC(=O)CSc1nc2c(sc(=S)n2-c2ccccc2)c(=O)[nH]1	-7%	2%	-18%	i	9%[57.1 µM]	-2	-16%	5%[57.1 µM]	23%
CC(C)(C)N1CC23CCC(C[C@@H]2C1=O)O3 (stereo partly specified)	-4%	-2%	-31%	i	16%[57.1 µM]	-3	4%	-4%[57.1 µM]	44%[activator]
Cc1nn2c3c(cnc2c1-c1ccc(F)cc1)C(=O)CC(c1ccccc1)C3 (stereo unspecified)	5%	3%	-26%	5%	2%	1	-1%	-8%	46%
COC(=O)CSc1nnc(CNC(=O)c2cccs2)n1-c1cccc(C)c1	-7%	-4%	-20%	i	-9%	3	-2%	-3%	38%
Cc1ccsc1CNC1CCCCC1	5%	-4%	-14%	-3%	12%	0	-2%	11%[11.4 µM]	25%
O=C(N/N=C/c1ccc(Cl)cc1)c1nc2ccc([N+](=O)[O-])cc2c(=O)[nH]1	-9%	-13%	-27%	.	18%	-6	-4%	-5%	?
Cc1nc2ccccc2nc1CN1CCN(Cc2ccc(F)c(F)c2)C(CCO)C1 (stereo unspecified)	13%	7%	-8%	1%	?	-12	0%	2%	10%[57 µM]
CCc1c(C)sc(NC(=O)c2cccs2)c1C(=O)OC(C)C	1%	18%	?	.	33%	8	2%	21%	234%[activator]
CC(=O)c1cccc(N(CC(=O)Nc2ccccc2F)S(C)(=O)=O)c1	0%	5%	-2%	-2%	17%	1	-5%	1%	3%
CC1CCN(C(=O)c2ccc3c(c2)NC(=O)/C(=C/c2ccccc2)S3)CC1	14%	-1%	-26%	-10%	0%	-1	0%	0%	36%
CCOc1ccc(C(=O)c2cnc3ccc(Cl)cc3c2S(=O)(=O)c2ccc(C)cc2)cc1	0%	-6%	-9%	-5%	-7%	3	0%	-3%	-10%
Cc1cc(NC(=O)NCC(F)(F)F)no1	0%	-9%	-4%	i	4%[57.1 µM]	-1	3%	-1%[57.1 µM]	24%
CCOc1ccc(C(=O)N2CCN(CC(=O)N3CCCC3)CC2)cc1OCC	2%	-2%	-8%	11%	7%	3	-11%	3%	33%
CCCn1c(=NC(=O)c2ccco2)c(C(=O)OCC)cc2c(=O)n3ccccc3nc21	-10%	?	-2%	-4%	16%	0	-4%	93%[activator]	27%
CCCOc1c(Cl)cc(/C=N/O)cc1OCC	-6%	15%	?	-1%	18%[57.1 µM]	-5	9%	8%[57.1 µM]	28%
O=C(c1scc2c1CCCC2)N1CCCCC1	1%	-6%	-18%	-3%	1%[57.1 µM]	-4	2%	5%[57.1 µM]	54%[activator]
Cc1cccc(NS(=O)(=O)c2cccc(C(=O)NCCCN3CCOCC3)c2)c1	0%	4%	-6%	8%	11%[57.1 µM]	1	-8%	-6%[57.1 µM]	1%
CC(C)CC(=O)Nc1nnc(CSCc2ccc(F)cc2)s1	10%	-4%	-11%	i	16%	0	-4%	-5%	35%[activator]
Cc1csc(SCC(=O)Nc2cc(S(=O)(=O)N3CCOCC3)ccc2N2CCOCC2)n1	-13%	1%	-23%	i	12%	-2	1%	5%	48%[activator]
COCCCNC(=O)C1CCN(C(=O)c2cc3sccc3n2Cc2ccc(F)cc2)CC1	-9%	0%	-10%	-4%[11.5 µM]	8%	0	-2%	1%	21%
O=C(COC(=O)c1c(F)cccc1F)Nc1ccc(N2CCCCC2)cc1	-1%	24%	-21%	-12%	11%	1	0%	-4%	4%
Cc1cc(C)cc(NC(=O)CCc2c(C)nn(-c3ccc(N4CCCC4)nn3)c2C)c1	-6%	1%	?	9%	14%[57.1 µM]	-1	0%	4%[57.1 µM]	38%
CCCCN1CC(=O)N2[C@H](c3ccc(Cl)cc3)[C@@H]3C(=O)N(CC)C(=O)[C@@H]3[C@]2(Cc2ccccc2)C1=O	-4%	-4%	-25%	-5%	23%	-6	11%	12%	20%
Cc1ccc(C(=O)N2CCN(c3ccccc3)CC2)cc1NC(=O)c1nsc2ccccc12	28%	-1%	4%	0%	18%[57.1 µM]	-7	0%	-2%[57.1 µM]	6%[57 µM]
CCNC(=O)C1CC(=O)N(c2ccc(Br)cc2)C1 (stereo unspecified)	-5%	-2%	-15%	2%	12%[57.1 µM]	2	0%	9%[57.1 µM]	-6%
Cc1cccc(NC(=O)Nc2ccc(S(N)(=O)=O)cc2)c1	1%	5%	-23%	-5%	15%	3	6%	6%	2%
Cc1onc(-c2ccccc2)c1-c1csc(N/N=C/c2ccccc2Cl)n1	-2%	-8%	-12%	i	-17%	0	0%	-11%	39%[activator]

Assay outcomes: PubChem BioAssay, National Center for Advancing Translational Sciences (NCATS)

Some of the compounds tested (hit frequency here may not be typical).
